Bioassay records from PubChem BioAssay.
RmlC RmlD mix – RmlC and RmlD coupled enzyme inhibitors, primary screen, biochemical, 384-well, compound mixtures, retest; inhibition, % at 5.5 µM; AID 1532, 2009; 110,000 tested, 0.39% active; RmlC/RmlD coupled enzyme inhibition, 384-well mixture HTS; in the data active = inhibition above about 30%, passing the limit was not always enough; also: strong numbers were not always called active
HIV RNase H inh – HIV-1 RT RNase H inhibitors, primary screen, biochemical, fluorescence | Gag-Pol polyprotein (Human immunodeficiency virus type 1 group M subtype B (isolate … | RT-RNase H RNA/DNA duplex cleavage | inhibition, % at 10 µM | 65,000 tested, 1.9% active; in the data active = inhibition above about 50%
* marks the source's active call; other numbers are inactive results; / = no result given.

SMILES | RmlC RmlD mix | HIV RNase H inh
Cc1ccc([N+](=O)[O-])cc1N=C(c1cccc(Br)c1)N1CCOCC1 | -10 | /
CC(Sc1nc(-c2ccccc2)cc(C(F)(F)F)n1)C(=O)N1CCCCC1 (stereo unspecified) | -8 | /
COc1ccc(NC(=O)N2CCCc3ccccc32)cc1 | 10 | -10
CCCCNC(=O)C1CC(=O)N(C2CCCC2)C1 (stereo unspecified) | 2 | /
Cc1cccc(Nc2nc(N)nc(CN3CCC(C)CC3)n2)c1C | -40 | -7
CC(Oc1ccc(F)cc1)C(=O)Nc1ccc2ccccc2c1 (stereo unspecified) | -7 | /
CCc1cc2c(=O)n(-c3ccc(C)cc3)cnc2s1 | 10 | /
CCC(=O)c1ccc(OCC(O)CN2C(=O)NC(C)(C)C2=O)cc1 (stereo unspecified) | 7 | -9
CCN(CC)c1ccc(C(=S)N2CCN(c3ccccc3)CC2)cc1 | 4 | 73*
Cc1ccc(N2CC(C(=O)NCc3ccc4c(c3)OCO4)CC2=O)cc1C (stereo unspecified) | -11 | -9
CCOC(=O)c1cnn(-c2ccccc2)c1N | -16 | /
Cc1nc(SCC(=O)NC(C)c2ccccc2)c2oc3ccccc3c2n1 (stereo unspecified) | -15 | /
CCCCCC(=O)N1CC2(CC(c3cccc(NC(=O)c4ccccc4)c3)=NO2)C[C@@H]1C(N)=O (stereo partly specified) | 6 | /
Cc1ccc(NS(=O)(=O)c2ccc(NC(=O)C3CCCO3)cc2)cc1 (stereo unspecified) | 12 | 0
Cn1c2c(c(=O)n(C)c1=O)C(NS(=O)(=O)c1ccccc1)(C(F)(F)F)C(=O)N2 (stereo unspecified) | 8 | 1
O=C(Nc1ccc(S(=O)(=O)N2CCc3ccccc3C2)cc1)c1ccccc1 | 9 | /
COC(=O)c1c(NC(=O)C2CCCO2)sc2c1CCC2 (stereo unspecified) | 4 | /
CCOc1ccc(Cc2c(O)[nH]c(=O)[nH]c2=O)cc1 | 37 | 5
CC(=O)Nc1nnc(SCC(=O)NCC2CCCO2)s1 (stereo unspecified) | 28 | 14
COc1ccc(C(CC(=O)Nc2ccc(F)cc2)c2ccccc2)cc1 (stereo unspecified) | 10 | /
Cc1ccc(NCc2nnc(SCC(=O)N(Cc3ccccc3)C(C)(C)C)o2)c(C)c1 | -18 | 7
COc1cccc2cc(C(=O)NCc3ccccn3)c(=O)oc12 | 7 | /
CCCn1c(CC)nc([N+](=O)[O-])c1Sc1ccc(F)cc1 | -18 | /
CN1C(=O)C(=Cc2ccc(N3CCCCC3)o2)C(=O)N(C)C1=S | 9 | /
CC(=O)Nc1ccc(S(=O)(=O)N(CCO)Cc2ccccc2)cc1 | 2 | /
CCc1ccccc1NC(=O)C(Cc1cccc(OC)c1OC)c1nn[nH]n1 (stereo unspecified) | 6 | 3
Cc1cc(C)nc(NS(=O)(=O)c2ccc(NC(=O)COc3ccccc3)cc2)n1 | -5 | /
Cc1nc(NCc2ccccc2)c(C(N)=O)c2c1COC(C)(C)C2 | -6 | -1
CCc1c(C(=O)NNC(=S)NCC(C)C)csc1C | -13 | /
CC(C)(O)[C@H]1O[C@H]2CC[C@@]3(C)[C@@](O)(CC[C@H]4Cc5c([nH]c6ccccc56)[C@@]43C)C2=CC1=O | -34 | /
CCOC(=O)Cc1csc(NC(=O)CSc2nnc(C(C)C)n2C)n1 | 3 | -5
CC(C)(C)NS(=O)(=O)c1ccc(NS(C)(=O)=O)cc1 | 5 | /
CCCCOc1ncnc2c1[nH]c1ccc(OCC)cc12 | -3 | /
CCCCSC(=S)N(C)C1CCS(=O)(=O)C1 (stereo unspecified) | -8 | /
COc1cc(Nc2nc(SCC#N)nc3ccccc23)cc(OC)c1OC | 3 | -16
CCCN1C(=O)C2(C(C(=O)c3ccc(C)o3)=C(O)C(=O)N2CCCN2CCOCC2)c2ccccc21 (stereo unspecified) | 6 | -6
O=C(c1ccc2c(c1)OCO2)N1CCC2(CC1)OCCO2 | -8 | -3
O=C(ON=C1CCN(S(=O)(=O)c2ccccc2)CC1)c1ccc(F)cc1 | 10 | /
C=CCn1c(SCC(=O)c2cc(C)n(Cc3cccs3)c2C)nnc1-c1ccncc1 | 0 | -1
CCOC(=O)/C=C1\SCC(=O)N1CC(=O)NC1CCCCC1 | 7 | -6

Compound profiles, from the list above:
CC(C)(O)[C@H]1O[C@H]2CC[C@@]3(C)[C@@](O)(CC[C@H]4Cc5c([nH]c6ccccc56)[C@@]43C)C2=CC1=O in the list: RmlC RmlD mix: -34; HIV RNase H inh: /
O=C(ON=C1CCN(S(=O)(=O)c2ccccc2)CC1)c1ccc(F)cc1 in the list: RmlC RmlD mix: 10; HIV RNase H inh: /

Next part:
SMILES | RmlC RmlD mix | HIV RNase H inh
CC1CCN(c2ccc(C(=O)O)cc2N)CC1 | 3 | 3
CCC(=O)Nc1cccc(C2=NOC3(C2)C[C@@H](C(N)=O)N(C(=O)c2ccc(OC)cc2)C3)c1 (stereo partly specified) | 12 | /
COCc1cc(C)nc(N2CCc3ccccc32)c1C#N | 1 | -28
O=C1c2oc3ccccc3c(=O)c2C(c2cccnc2)N1CCCN1CCOCC1 (stereo unspecified) | 9 | -4
CCCn1c(=O)c2ccccc2n2c(Sc3nnnn3-c3ccccc3)nnc12 | -1 | -20
N#Cc1ccc(-c2ccc(F)cc2)nc1SCC(=O)Nc1sc2c(c1C#N)CCC2 | -4 | /
COc1ccc(OC)c(/C=N/NC(=O)CSc2nnc(C)n2-c2ccccc2)c1 | 13 | /
COc1cc2[nH]c(=O)n(CCC(=O)N3CCc4ccccc4C3)c(=O)c2cc1OC | 8 | -6
CC(=O)NC1=NC(=O)CS1 | -9 | -2
c1ccc(-n2ncc3c(NCCN4CCCCC4)ncnc32)cc1 | -10 | -2
Cc1cc2ccccn2c1C(=O)c1nc(N2CCOCC2)ncc1Cl | 8 | /
COc1cc(NC(=O)c2cc(C(C)C)on2)c(OC)cc1Cl | -18 | /
CC(=O)Nc1cc2c(cc1C(C)=O)OCCO2 | -13 | 0
CCC1=[N+](C)CCn2c(C)ccc21 | 11 | /
COCCCNC(=O)C1CCN(S(=O)(=O)c2c(C)noc2/C=C\c2ccc(OC)cc2)CC1 | 20 | -5
Cc1ccc2cc(C#N)c(NCCNC(=O)C3CC3)nc2c1C | / | -31
CC1(C)Cc2ccccc2-c2nnc(-c3ccc4ccccc4n3)n21 | 9 | /
O=C(Nc1cccc(-c2nnc(-c3ccccc3)o2)c1)c1ccco1 | 49 | 1
C#CCCOC(=O)N1C2=NC(C(=O)OC)=C(C(=O)OC)[C@@H]3N(C)c4ccccc4[C@]23C[C@H]1CO | -13 | /
CCO[C@@H]1OC(C(=O)NCc2nc3ccccc3[nH]2)=C[C@H](c2coc3ccccc3c2=O)[C@H]1CCCO | -48 | /

Given in CSV form: entries from further up
compound,RmlC RmlD mix,HIV RNase H inh
O=C(c1ccc2c(c1)OCO2)N1CCC2(CC1)OCCO2,-8,-3
O=C(ON=C1CCN(S(=O)(=O)c2ccccc2)CC1)c1ccc(F)cc1,10,/
C=CCn1c(SCC(=O)c2cc(C)n(Cc3cccs3)c2C)nnc1-c1ccncc1,0,-1
CCOC(=O)/C=C1\SCC(=O)N1CC(=O)NC1CCCCC1,7,-6
CC1CCN(c2ccc(C(=O)O)cc2N)CC1,3,3
CCC(=O)Nc1cccc(C2=NOC3(C2)C[C@@H](C(N)=O)N(C(=O)c2ccc(OC)cc2)C3)c1 (stereo partly specified),12,/
COCc1cc(C)nc(N2CCc3ccccc32)c1C#N,1,-28
O=C1c2oc3ccccc3c(=O)c2C(c2cccnc2)N1CCCN1CCOCC1 (stereo unspecified),9,-4
CCCn1c(=O)c2ccccc2n2c(Sc3nnnn3-c3ccccc3)nnc12,-1,-20
N#Cc1ccc(-c2ccc(F)cc2)nc1SCC(=O)Nc1sc2c(c1C#N)CCC2,-4,/
COc1ccc(OC)c(/C=N/NC(=O)CSc2nnc(C)n2-c2ccccc2)c1,13,/
COc1cc2[nH]c(=O)n(CCC(=O)N3CCc4ccccc4C3)c(=O)c2cc1OC,8,-6
CC(=O)NC1=NC(=O)CS1,-9,-2
c1ccc(-n2ncc3c(NCCN4CCCCC4)ncnc32)cc1,-10,-2
Cc1cc2ccccn2c1C(=O)c1nc(N2CCOCC2)ncc1Cl,8,/
COc1cc(NC(=O)c2cc(C(C)C)on2)c(OC)cc1Cl,-18,/
CC(=O)Nc1cc2c(cc1C(C)=O)OCCO2,-13,0
CCC1=[N+](C)CCn2c(C)ccc21,11,/
COCCCNC(=O)C1CCN(S(=O)(=O)c2c(C)noc2/C=C\c2ccc(OC)cc2)CC1,20,-5
Cc1ccc2cc(C#N)c(NCCNC(=O)C3CC3)nc2c1C,/,-31
CC1(C)Cc2ccccc2-c2nnc(-c3ccc4ccccc4n3)n21,9,/

Later entries:
SMILES | RmlC RmlD mix | HIV RNase H inh
CN1CCN(C(=O)CN(Cc2ccccc2)S(C)(=O)=O)CC1 | -6 | /
Cc1cccc(NS(=O)(=O)c2cc(C(=O)N3CCc4ccccc4C3)ccc2Cl)c1C | 8 | /
COc1ccccc1C1/C(=C(/O)c2ccc(C)cc2)C(=O)C(=O)N1Cc1ccco1 (stereo unspecified) | / | 4
COc1ccc2c(c1)c1ncn(CCN3CCCC3)c(=O)c1n2C | 36 | -24
COc1ccccc1NC(=O)C(C/C=C(\C)Cl)C(C)=O (stereo unspecified) | -14 | -14
CN1C(=O)c2cccc(NC(=O)C3CCCCC3)c2C1=O | 0 | -7
O=C(CN(Cc1cccs1)C(=O)CSc1nnc(COc2ccccc2)o1)NC1CCCC1 | 8 | 11
Cc1onc(-c2ccccc2Cl)c1C(=O)N1CCN(C/C=C/c2ccccc2)CC1 | -9 | -14
COc1cc(O)c(C(CCN2CCCCC2)c2cc(OC)c(OC)c(OC)c2)c(OC)c1 (stereo unspecified) | 10 | /
Cc1ccc(C)c(CN2CCCN(C(=O)Cn3ncc4c3-c3ccccc3OC4)C2)c1 | -21 | /
CCC(C)Nc1ncnc2c1cnn2Cc1ccc(Cl)cc1 (stereo unspecified) | -10 | -66
O=c1cc(C23CC4CC(CC(C4)C2)C3)[nH][nH]1 | 1 | -1
COCCNc1oc(-c2ccccc2Cl)nc1C#N | 13 | -60
CN(C)c1nccc(Nc2ccccc2)c1C#N | 4 | -11
Cn1nnnc1SCC(=O)Nc1ccccc1N1CCOCC1 | -29 | 1
Cc1nc2ccc(NC(=O)c3ccc(Cl)c(NC(=O)c4cccs4)c3)cc2s1 | -16 | /
CCOC(=O)c1c(NC(=O)CSc2nnc(CNc3ccc(F)cc3)o2)sc(C(C)=O)c1C | 9 | 21
Cn1c2c(c(=O)n(C)c1=O)C(NS(=O)(=O)c1ccc(Cl)cc1)(C(F)(F)F)C(=O)N2 (stereo unspecified) | 4 | /
CCc1ccc(CN2C(=O)CCC2(C)C(=O)NC2CCCC2)cc1 (stereo unspecified) | -56 | -10
O=C(N/N=C\c1ccc(Cl)s1)c1cccs1 | -9 | /
Cc1c(Cl)c([N+](=O)[O-])nn1CCCC(=O)N1CCN(c2ccccc2)CC1 | 6 | /
NC(=O)CSc1nnc([C@@H](N)Cc2c[nH]c3ccccc23)o1 | -11 | /
CCCCOC(=O)c1ccc(Nc2ncnc3nc[nH]c23)cc1 | 4 | 2
CCc1nc2c(sc3nc4c(cc32)COC(C)(C)C4)c(=O)n1Cc1ccco1 | 8 | 13
CCN(CC)CCCN1CC(O)=C(c2nc3ccccc3s2)C1=N | -8 | /
COc1ccc(CNc2ccc3c(c2)nc(C)n3C)cc1 | -14 | -18
CCOC(=O)N1CCN(c2c(NCCN3CCN(Cc4ccccc4)CC3)c(=O)c2=O)CC1 | -6 | 2
Cn1ncc2cc(NC(=S)NC(=O)c3ccccc3)ccc21 | 84 | /
Clc1ccc(-c2nnc3sc(-c4ccc(Br)o4)nn23)c(Cl)c1 | / | 17
Clc1ccc(C2[C@H]3CN(Cc4cccnc4)[C@H](c4ccccc4)C34CC2(c2cccnc2)C4)cn1 (stereo partly specified) | -14 | /
CC(=O)N1CCN(S(=O)(=O)c2cccc(C(=O)Nc3nc4ccccc4[nH]3)c2)CC1 | -7 | 0
O=c1oc(-c2ccccc2Cl)nc2ccsc12 | 4 | /
CCOC(=O)CC(C#N)c1cn(C)c2ccccc12 (stereo unspecified) | 8 | -23
Oc1ccc2ccccc2c1/C=N/c1nc2c(s1)CCCC2 | 16 | /
COC(=O)c1ccc(C2C(C(=O)OCC(C)C)=C(C)N=C3SCCC(=O)N32)cc1 (stereo unspecified) | -52 | -23
O=C(c1ccco1)N1CCN(C2CC(=O)N(c3ccccc3)C2=O)CC1 (stereo unspecified) | 3 | /
CCOC(=O)c1[nH]c(CSc2nnnn2-c2ccccc2C)c(C(=O)OCC)c1C | -8 | 6
N#Cc1c(NCCN)nc(-c2ccccc2)c2c1CCCC2 | -17 | /
COc1ccc(OC(=O)c2ccncc2)cc1 | 3 | 4
CCC(C)(C)n1nnnc1CN(Cc1cc2cc(OC)c(OC)cc2[nH]c1=O)C1CCCC1 | 20 | -2
CN1C(=O)C2(c3ccccc31)N(C)CC(c1ccccn1)C21SC(=S)N(Cc2ccco2)C1=O (stereo unspecified) | 7 | 8
CCOc1ccc2[nH]c(=O)c(CN(Cc3ccccc3OC)C(=O)c3ccccc3)cc2c1 | -6 | /
Cc1ccc(CCNC(=O)NC(C)(C)C)cc1 | 2 | -5
O=C(CSc1nnc(-c2ccncc2)n1Cc1ccco1)OC1CCCCC1 | 12 | 1
NC(=O)C1(N2CCCCC2)CCN(c2ccc3nnc(-c4ccccc4)n3n2)CC1 | -8 | -2
O=C(Nc1nnc(SCc2ccc(Cl)cc2)s1)C1CCCO1 (stereo unspecified) | -8 | /
Cc1cc(C)nc(N2CCC(C(=O)NCc3ccccc3)CC2)n1 | -7 | /
Clc1ccc(-c2noc(CCCc3ccccc3)n2)cc1 | 3 | /
CCOC(=O)c1sc(=S)n(Cc2ccccc2)c1N | 3 | 2
Cc1oc(C(C)(C)C)cc1C(=O)Nc1ccc(C(=O)O)cc1 | -14 | -2
Cc1cc(C)c(C)c(S(=O)(=O)NCc2ccc(C(=O)N3CCCCC3)cc2)c1C | -15 | /

The list is partial; rates above refer to the full screens.
